# Screening data: PubChem, several laboratories
# TRPC6 act – activators of mouse TRPC6 channel; 310,000 compounds, 0.13% hits; Q61143; HEK293-TRPC6 membrane potential dye fluorescence; active compounds read high; B-score at 10 µM; AID 2550;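 active means B-score of the integrated fluorescence ratio above library mean plus 3 SD, and starting fluorescence ratio within library mean plus 5 SD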;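 further: higher score means more depolarization so channel activation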
# Target sequence (Q61143 whole entry, looked up): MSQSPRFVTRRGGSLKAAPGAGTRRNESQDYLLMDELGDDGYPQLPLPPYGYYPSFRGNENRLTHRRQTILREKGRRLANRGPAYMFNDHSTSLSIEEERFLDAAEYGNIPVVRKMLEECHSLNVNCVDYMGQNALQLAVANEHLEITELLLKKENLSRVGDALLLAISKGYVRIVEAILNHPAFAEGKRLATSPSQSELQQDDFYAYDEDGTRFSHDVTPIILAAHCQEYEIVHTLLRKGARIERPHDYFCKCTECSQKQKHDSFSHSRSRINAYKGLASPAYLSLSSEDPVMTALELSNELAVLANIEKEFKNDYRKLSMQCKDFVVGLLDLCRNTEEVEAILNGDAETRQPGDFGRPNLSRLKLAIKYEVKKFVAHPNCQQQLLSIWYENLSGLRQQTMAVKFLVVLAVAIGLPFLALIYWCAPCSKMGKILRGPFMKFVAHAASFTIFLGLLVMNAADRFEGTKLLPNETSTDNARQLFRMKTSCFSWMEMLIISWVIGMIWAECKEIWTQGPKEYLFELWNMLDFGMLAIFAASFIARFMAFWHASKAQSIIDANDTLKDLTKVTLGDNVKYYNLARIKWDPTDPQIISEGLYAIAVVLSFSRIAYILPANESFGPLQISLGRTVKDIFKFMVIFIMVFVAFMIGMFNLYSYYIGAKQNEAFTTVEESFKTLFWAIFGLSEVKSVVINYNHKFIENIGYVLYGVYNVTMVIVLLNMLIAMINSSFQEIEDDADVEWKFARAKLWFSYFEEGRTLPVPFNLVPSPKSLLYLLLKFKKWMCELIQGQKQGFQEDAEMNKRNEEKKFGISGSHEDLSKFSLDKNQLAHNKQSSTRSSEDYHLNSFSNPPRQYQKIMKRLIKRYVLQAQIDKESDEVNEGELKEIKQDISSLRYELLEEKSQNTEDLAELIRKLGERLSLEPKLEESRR
# HIF activator – HIF pathway transcriptional activation; U2OS HRE-luciferase reporter, luminescence; normalized: DMSO 0%, desferrioxamine 100%; activation, % at 7.5 µM (by protocol); 300,000 compounds, 0.32% hits; AID 1910;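 active means mean activation of at least 10% of the iron chelator positive control signal, with at least half of replicates also reaching 10%; inconclusive means mean and replicate majority disagree about reaching 10%; inactive means mean and most replicates under 10%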
# KLF5 inh – suppresses KLF5 promoter-driven expression; DLD-1 KLF5 promoter-luciferase reporter, luminescence; inhibition, % at 5 µM; 290,000 compounds, 0.23% hits;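 active means inhibition above a per-plate limit of that plate's mean compound inhibition plus 3 SD, cut at about 60% in these data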;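 further: 0% = DMSO wells and 100% = LY294002 at 200 µM; higher means less KLF5 promoter-driven luciferase light; inactives centre near -14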
# TRPC4 agonist – TRPC4 (mouse) channel activation; Q9QUQ5; HEK293 TRPC4beta/mu-opioid, Fluo4 calcium fluorescence; active compounds read high; B-score at 10 µM; 310,000 compounds, 0.49% hits; AID 2237;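 active means B-score above 5 SD of library B-scores, and initial fluorescence ratio not above library mean plus 5 SD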;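 further: positive B-score marks a calcium rise read as TRPC4 activation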
#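 Assay system: HEK293 cells stably co-expressing mouse TRPC4beta and mu-opioid receptor / Timing: Fluo4 dye loading 45 min at room temperature, 110 s recording / Signal: Fluo4 calcium-sensitive dye fluorescence, kinetic, 1 Hz baseline / Read-out: integrated baseline-normalised fluorescence ratio, converted to per-well B score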
# TRPC6 inh – blocks the mouse TRPC6 cation channel; HEK293-TRPC6, membrane potential dye, ACh-evoked depolarization; active compounds read low; B-score at 10 µM; 310,000 compounds, 1.1% hits; AID 2553;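 active means B-score under library mean minus 3 SD, initial fluorescence not abnormally high, positive integrated signal ratio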;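 further: B-score derived from integrated fluorescence ratio over the kinetic read; more negative B-score means stronger inhibition of depolarization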
# TRPC4 inh – inhibitors of mouse TRPC4 channel; B-score at 10 µM; HEK293 TRPC4beta/mu-opioid, DAMGO-evoked Fluo4 calcium flux; active compounds read low; 300,000 compounds, 0.39% hits;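 active means B-score over 3 SD under the library average, no early fluorescence shift, positive overall ratio signal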
#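 Assay system: HEK293 cells with stable TRPC4beta plus mu-opioid receptor expression. Dosing: single dose. Measured by: Fluo4 Ca2+ flux fluorescence. Also added: DAMGO in two steps, submaximal then maximal. Read-out: B score from integrated Fluo4 fluorescence ratio.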
# SKKanGAS inh – SKKanGAS growth inhibition | S. pyogenes SKKanGAS, kanamycin growth, BacTiter-Glo, 6 h | inhibition, % at 7.5 µM | 300,000 compounds, 1.3% hits;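 active means mean replicate score, as percent of positive control median, at least 50; inconclusive means mean below 50 but one replicate at or above 50; inactive means mean and every replicate below 50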;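 further: strain carries kanamycin resistance gene driven by streptokinase promoter and grows in 40 µg/ml kanamycin; loss of luminescence reflects streptokinase promoter inhibition or plain growth inhibition; 0% = median of DMSO wells and 100% = positive control at its reference dose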
# MrgX1 antagonist – human MrgX1 receptor antagonism, primary screen; Q96LB2; MRGX1-HEK293 calcium flux, Fluo-4, BAM8-22 antagonism; active compounds read low; B-score at 10 µM; 310,000 compounds, 1.3% hits;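 active means calcium-response B-score plate-corrected more than 3 library SD below zero, starting fluorescence within 5 deviations, no agonist response on first addition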;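 further: peak minus trough fluorescence over baseline after final BAM8-22 challenge near maximal dose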
# IEC-6 cytotox – IEC-6 cytotoxicity, counter-screen for KLF5 inhibitors. luminescence viability. inhibition, % at 5 µM. 290,000 compounds, 0.78% hits. AID 1825; in the data active means inhibition above about 22%;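 further: 0% = plate median of test compound wells and 100% = cytotoxic reference compound wells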
# TRPC4 potent – allosterically enhances the mouse TRPC4 cation channel | HEK293 TRPC4beta/mu-opioid, DAMGO EC20, Fluo-4 Ca2+ flux; active compounds read high | B-score at 10 µM | 310,000 compounds, 0.42% hits | AID 2227;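 active means B-score of calcium response area above 5 SD of library B-scores, with initial fluorescence ratio within 5 SD of library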;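 further: B-score of integrated fluorescence ratio over time as area under calcium response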
# aSyn UTR inh – 5' untranslated region of α-synuclein, MLPCN primary screen; alpha-synuclein 5'UTR reporter, inhibitor activity; 300,000 compounds, 0.82% hits; inhibition, % (tested at 7.5 µM); in the data active means inhibition above about 60%; inconclusive means no clear call, values can overlap the other calls;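 further: H4 neuroglioblastoma cells stably carrying SNCA 5'UTR luciferase fusion; 0% = DMSO wells and 100% = positive control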
# * marks the source's active call; other numbers are inactive results; i = inactive; ? = inconclusive; / = no result given.
# Sample of the layout, five compounds:
# Results follow in this order: IEC-6 cytotox, TRPC4 potent, TRPC6 act, TRPC4 inh, MrgX1 antagonist, TRPC4 agonist, SKKanGAS inh, TRPC6 inh, HIF activator, aSyn UTR inh, KLF5 inh
> CCCc1cc(=O)[nH]c(SCC(=O)c2ccc(S(=O)(=O)N3CCCC3)cc2)n1
 : 0.3, i, i, i, i, i, 2.8, i, 0.2, -1.7, -12.7
> CC(C)NC(=O)c1ccc2c3n(nc2c1)-c1ccccc1CO3
 : /, i, i, i, i, i, 10.2, i, -2.4, ?, /
> O=S(=O)(c1ccc2c(c1)oc1ccccc12)N1CCOCC1
 : 4.2, i, i, i, i, i, -3.1, i, -0.5, 8.4, 9.3
> CC(=O)c1c(Nc2cccc(F)c2)oc(C)cc1=O
 : -4.2, i, i, i, i, i, -1.7, i, -0.4, 4.3, -12.1
> Cc1c(/C=N\NC(=O)c2csc3ccccc23)cnn1C
 : 1.6, i, i, i, i, i, -1.0, i, 4.5, -42.3, -37.6

# Results, from the start:
# Results follow in this order: IEC-6 cytotox, TRPC4 potent, TRPC6 act, TRPC4 inh, MrgX1 antagonist, TRPC4 agonist, SKKanGAS inh, TRPC6 inh, HIF activator, aSyn UTR inh, KLF5 inh
> CCCc1cc(=O)[nH]c(SCC(=O)c2ccc(S(=O)(=O)N3CCCC3)cc2)n1
 : 0.3, i, i, i, i, i, 2.8, i, 0.2, -1.7, -12.7
> CC(C)NC(=O)c1ccc2c3n(nc2c1)-c1ccccc1CO3
 : /, i, i, i, i, i, 10.2, i, -2.4, ?, /
> O=S(=O)(c1ccc2c(c1)oc1ccccc12)N1CCOCC1
 : 4.2, i, i, i, i, i, -3.1, i, -0.5, 8.4, 9.3
> CC(=O)c1c(Nc2cccc(F)c2)oc(C)cc1=O
 : -4.2, i, i, i, i, i, -1.7, i, -0.4, 4.3, -12.1
> Cc1c(/C=N\NC(=O)c2csc3ccccc23)cnn1C
 : 1.6, i, i, i, i, i, -1.0, i, 4.5, -42.3, -37.6
> O=C1CCN(Cc2ccccc2)N1
 : 4.3, i, i, i, i, i, -0.1, i, -7.4, -5.2, 3.3
> Cn1c(=O)c2c(nc(CN3CCN(C(=O)c4ccco4)CC3)n2CC(N)=O)n(C)c1=O
 : 8.2, i, i, i, i, i, 7.9, i, -0.3, 2.6, 15.8
> NC(=O)c1cccc(C(N)=O)n1
 : -3.9, i, i, i, i, i, -4.5, i, 0.5, 3.7, -8.5
> FC(F)(F)c1cnc2c(-c3ccccc3)n[nH]c2c1
 : 1.9, i, i, i, /, i, -17.1, i, 0.8, -129.5, -18.9
> CCOC(=O)c1cn(Cc2cccc(Cl)c2)c2cc(C)nn2c1=O
 : 2.7, i, i, i, i, i, 2.3, i, -0.1, -5.4, -13.2
> Nc1c(C(O)(C(F)(F)F)C(F)(F)F)cc(C(O)(C(F)(F)F)C(F)(F)F)c2ccccc12
 : 7.7, i, i, i, i, i, 23.0, i, 0.0, 44.4, 1.9
> COC(=O)c1cc(OC)c(OC)cc1NC(=S)Nc1cc(Cl)ccc1OC
 : 7.8, i, i, i, i, i, 1.4, i, -1.8, 15.2, 20.0
> Cc1cc(C)cc(C(=O)NCC(=O)OCC(=O)c2cc(C)n(CC(F)(F)F)c2C)c1
 : 1.2, i, i, i, i, i, -8.7, i, -0.5, 7.6, 9.6
> O=C(COc1ccccc1)Nc1cccc(-c2cn3cccnc3n2)c1
 : 4.3, i, i, i, i, i, 20.6, i, 0.9, -83.9, -36.3
> Cc1ccc(-n2nc3c(c2NC(=O)c2ccc(OC(C)C)cc2)CS(=O)C3)cc1 (stereo unspecified)
 : -0.7, i, i, i, i, i, 6.7, i, 0.4, 7.5, -20.1
> Cc1ccccc1COC[C@H](CC(C)C)N1CCN(C(=O)c2cccc(C(F)(F)F)c2)CCC1=O
 : 1.6, i, i, i, i, i, 3.3, i, -1.2, 31.2, 15.6
> Cc1cc(NC(=O)CCN2C(=O)c3ccccc3C2=O)no1
 : 0.1, i, i, i, i, i, -0.1, i, -0.3, -0.9, -12.3
> Fc1ccccc1CNC(=S)Nc1ccc(Cl)cc1
 : -4.1, i, i, i, i, i, 18.0, i, 1.5, -9.9, -22.2
> COc1ccc(CN2CCNC(=O)C2CC(=O)N(C)CC2CCOCC2)cc1C (stereo unspecified)
 : 5.8, i, i, i, /, i, -3.6, i, -0.2, 7.5, 0.8
> Cc1cc(S(=O)(=O)NCc2ccc3c(c2)OCO3)ccc1F
 : 3.7, i, i, i, i, i, -4.3, i, -31.8, 10.0, -35.0
> COc1cc(OC)c(/C=N/NC(=O)c2ccc([N+](=O)[O-])cc2)cc1Br
 : -4.3, i, i, i, i, i, -10.8, i, -0.2, -32.8, -7.6
> CCCC1(c2ccccc2)NC(=O)N(CC(=O)c2[nH]c(C)c(C(=O)OCC)c2C)C1=O (stereo unspecified)
 : -3.4, 15*, i, i, i, i, 13.9, i, -0.6, 22.1, 0.7
> O=C(NCCCn1ccnc1)C1CC(c2cccc(Br)c2)=NO1 (stereo unspecified)
 : 2.3, i, i, i, i, i, -12.2, i, 0.0, -2.2, -22.6
> CCOC(=O)CC1COCCN1C(=O)c1ccc2oc(Cc3ccccc3)nc2c1 (stereo unspecified)
 : -8.8, i, i, i, i, i, -3.0, i, 3.5, -131.6, -71.2
> COc1ccc(N2CCN(C(=O)C3=NNC(=O)CC3)CC2)cc1
 : 8.9, i, i, i, i, i, -10.6, i, -0.4, 13.7, -11.4
> CCn1c(SCC(=O)c2ccc(O)c(O)c2)nnc1-c1ccccc1OC
 : 5.9, i, i, i, i, i, -9.6, i, 0.2, 35.6, -8.7
> C/C(=N/NC(=O)c1ccc(C)s1)c1ccncc1
 : 6.2, i, i, i, i, i, 10.1, i, 0.2, -87.4, -106.7
> COC(=O)[C@@H](Cc1c[nH]c2ccccc12)NC(=O)CNC(=O)c1ccccc1OC
 : 2.4, i, i, i, i, i, -2.0, i, -0.6, 29.3, -10.4
> O=C(O)Cc1coc(-c2ccc(F)cc2)n1
 : 11.7, i, i, i, i, i, -3.7, i, -0.7, 7.4, -19.9
> CSc1ccccc1NC(=O)N1CCCC(C(=O)c2ccc3c(c2)OCO3)C1 (stereo unspecified)
 : 1.2, i, i, i, i, i, 20.9, i, 0.1, -12.0, -7.6

# Compound profiles (already shown):
# Cn1c(=O)c2c(nc(CN3CCN(C(=O)c4ccco4)CC3)n2CC(N)=O)n(C)c1=O is listed with IEC-6 cytotox = 8.2; TRPC4 potent = i; TRPC6 act = i; TRPC4 inh = i; MrgX1 antagonist = i; TRPC4 agonist = i; SKKanGAS inh = 7.9; TRPC6 inh = i; HIF activator = -0.3; aSyn UTR inh = 2.6; KLF5 inh = 15.8
# COc1ccc(CN2CCNC(=O)C2CC(=O)N(C)CC2CCOCC2)cc1C (stereo unspecified) is listed with IEC-6 cytotox = 5.8; TRPC4 potent = i; TRPC6 act = i; TRPC4 inh = i; MrgX1 antagonist = /; TRPC4 agonist = i; SKKanGAS inh = -3.6; TRPC6 inh = i; HIF activator = -0.2; aSyn UTR inh = 7.5; KLF5 inh = 0.8

# The results go on.
# Results follow in this order: IEC-6 cytotox, TRPC4 potent, TRPC6 act, TRPC4 inh, MrgX1 antagonist, TRPC4 agonist, SKKanGAS inh, TRPC6 inh, HIF activator, aSyn UTR inh, KLF5 inh
> CCN1CCN(C(=O)Nc2ccc(OC)cc2OC)CC1
 : -0.6, i, i, i, i, i, -7.7, i, -0.1, 20.3, -4.4
> COc1cccc(NC(=O)C(NC2CCCC2)c2ccccc2)c1 (stereo unspecified)
 : 1.4, i, i, i, i, i, 4.7, -9.64*, 0.0, 17.0, -0.9
> COc1ccc(-n2c(=O)[nH]cc(C(=O)Nc3ccc4c(c3)OCCO4)c2=O)cc1
 : 5.5, i, i, i, i, i, 9.0, i, -0.5, 20.1, -3.9
> CC(C)NC(NC(=O)Cc1ccccc1)C(Cl)(Cl)Cl (stereo unspecified)
 : -0.3, i, i, i, i, i, 0.8, i, -0.4, 1.2, -22.2
> Cc1ccc(C)c(OCc2nnc(SCC(=O)NCc3ccc4c(c3)OCO4)o2)c1
 : 4.2, i, i, i, i, i, -7.7, i, -0.5, 20.0, -19.6
> O=C(N/N=C(\c1ccccc1)c1cccnc1)c1cc(O)ccc1O
 : 5.4, i, i, i, i, i, 1.4, i, -0.2, 3.1, -26.8
> CC(C)(C)c1ccc(/C=C/C(=O)NC2=NCCS2)cc1
 : 3.4, i, i, i, i, i, 5.5, i, 0.9, -58.9, -158.7
> O=C(CSc1cccc[n+]1[O-])NCCCc1ccccc1
 : -9.5, i, i, i, i, i, -0.2, i, -0.2, -4.5, -32.8
> Cc1ccc(NC(=S)N2CCC(O)CC2)c(C)c1
 : -4.2, i, i, i, i, i, -8.2, i, 0.0, 6.6, -27.4
> C/C(=N\NC(=O)c1ccn(C)n1)c1cccc(NC(=O)c2ccc(C)s2)c1
 : 8.2, i, i, i, i, i, 0.4, i, 2.6, -100.9, -67.3
> C=CCOc1ccc(C2/C(=C(\O)c3ccc4c(c3)CC(C)O4)C(=O)C(=O)N2CCN2CCOCC2)cc1OCC (stereo unspecified)
 : -1.6, i, i, i, i, i, -0.7, i, 0.1, 15.8, 6.9
> CCOc1cccc(OCCOc2ccc(C(=O)c3ccccc3)cc2)c1
 : 1.3, i, i, i, i, i, -0.4, i, -0.2, 11.6, -14.5
> CCc1nnc(NS(=O)(=O)c2ccc(Nc3ccc([N+](=O)[O-])c4nonc34)cc2)s1
 : 1.4, i, i, i, i, i, 1.4, i, -0.3, -3.1, -8.2
> CCOc1ccc(-c2nc(S(=O)(=O)c3ccccc3)c(NCc3cccnc3)o2)cc1
 : 0.3, i, i, i, i, i, 4.6, i, -0.6, 45.2, -5.0
> COc1ccc(S(=O)(=O)N2CCC(C(=O)N[C@H](C(=O)N3CCCCCC3)C(C)C)CC2)cc1
 : 5.3, i, i, i, i, i, -1.8, i, 0.5, -1.9, -6.4
> O=C(N/N=C/C=C\c1ccco1)c1cccnc1
 : -1.3, i, i, i, i, i, 0.5, i, -0.4, 6.9, 10.9
> CC(=O)NC(c1cccc([N+](=O)[O-])c1)c1ccc2cccnc2c1O (stereo unspecified)
 : 93.9*, i, i, i, i, i, 59.7*, i, 231.2*, 122.6*, 62.2*
> O=P(OC1CCCCC1)(OC1CCCCC1)C(O)c1c(Cl)cccc1Cl (stereo unspecified)
 : -1.1, i, i, i, i, i, 8.4, i, -1.3, 1.3, -7.8
